Source: PubChem BioAssay
LYP phosphatase: inhibitors of LYP phosphatase, biochemical, fluorescence intensity, uHTS (AID 1779); recombinant LYP phosphatase, fluorescence intensity; higher % means a stronger effect; inhibition, % at 11.5 µM; hits with a dose series show IC50 in µM; actives 0.054% (n = 290,000);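 also: plate controls were vehicle with enzyme for no effect and no enzyme for full effect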
ER stress rescue: protection against thapsigargin-triggered cell killing – 384-well, CSM14.1, ATP luminescence, primary screen (AID 1222). 190,000 tested, under 10 active. cellular ATP content (survival), % at 20 µM, or EC50 in µM where a hit was titrated. CSM14.1 thapsigargin-induced death rescue, ATP luminescence; higher % means a stronger effect;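 active = EC50 below 50 µM in the dose-response confirmation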;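 also: death triggered by thapsigargin at about 15 µM added after 2 h compound pretreatment; cell ATP read after overnight thapsigargin exposure of roughly 18 to 22 hours; normalized against plate controls of thapsigargin alone and 5% DMSO vehicle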
Lipid droplet: hepatic lipid droplet formation modulation; AML12 mouse hepatocytes, oleate lipid droplets, BODIPY imaging; inhibition, % at 6.5 µM; actives 0.4% (n = 240,000); AID 1656;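 active = lipid droplet intensity inhibited by at least 50%, with more than 500 cells counted; inconclusive = wells with under 300 cells, treated as cytotoxic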
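Material – AML12 mouse liver cells · Also added – oleate loading, 100 µM · Compound dosing – 6.5 µM single-point dosing · Times – overnight treatment with compound plus oleate · Measured by – fluorescence imaging, 20x objective, two fields per well · Read-out – percent inhibition of filter-corrected integrated lipid droplet intensity per well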
XIAP antagonists: small molecules displacing peptide from XIAP – biochemical, IAP family, fluorescence polarization (AID 1018); XIAP BIR domain, fluorescence polarization peptide displacement; higher % means a stronger effect; displacement, % at 20 µM; hits with a dose series show IC50 in µM; actives 0.007% (n = 200,000); in the data active = displacement above about 50%; also: a part of the inactive calls stands beside numbers as strong as those of hits
Siah-1 displacement: blockers of Siah-1 interaction with plectin peptide – biochemical, fluorescence polarization, rhodamine-plectin, uHTS, primary screen (AID 1817); Siah-1 / rhodamine-plectin peptide fluorescence polarization; higher % means a stronger effect; displacement, % at 20 µM; hits with a dose series show IC50 in µM; actives 0.02% (n = 290,000);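 active = displacement of at least 50% at 20 µM, with a fluorescence ratio check between 0.3 and a set limit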;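 also: plate controls were Siah plus tracer with DMSO for no effect and tracer alone without Siah for full effect; strong numbers were not always called active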
NOD2 inhibition: inhibition of NOD2-driven NF-kB reporter – cell-based, luminescence, uHTS, HEK293 (AID 1566). HEK293 NOD2/NF-kB luciferase reporter, luminescence; higher % means a stronger effect. inhibition, % at 4 µM; hits with a dose series show EC50 in µM. actives 0.63% (n = 290,000); also: many of its hits are not listed in these tables
P. falciparum M1AAP: malaria alanyl aminopeptidase activity blockers – biochemical, fluorogenic H-Leu-NHMec substrate, 1536-well (AID 1445); recombinant M1AAP, H-Leu-NHMec fluorogenic kinetic assay; higher % means a stronger effect; inhibition, % at 30 µM, or IC50 in µM where a hit was titrated; actives 0.42% (n = 220,000);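 active = primary inhibition above the hit cutoff, then over 50% inhibition at one or more dose response concentrations, cut at about 23% in these data, passing the limit was not always enough; inconclusive = conflicting primary data, or primary hits not chosen for dose response; inactive = low primary inhibition, or under 50% at every dose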;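 also: plate controls were DMSO full reaction for no effect and no enzyme background for full effect; strong numbers were not always called active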
M17LAP inhibition: P. falciparum M17LAP inhibitors, primary screen, biochemical, fluorogenic H-Leu-NHMec substrate, 1536-well (AID 1619). recombinant M17LAP, H-Leu-NHMec fluorogenic kinetic assay; higher % means a stronger effect. inhibition, % at 30 µM, or IC50 in µM where a hit was titrated. actives 0.38% (n = 220,000);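 active = compound inhibiting the enzyme by more than half at any dose during confirmatory dose-response retesting; inconclusive = strong single-dose inhibitors picked by rank but not retested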;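 also: plate controls were full reaction with DMSO carrier for no effect and no enzyme background for full effect; strong numbers were not always called active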
AID2073: inhibitors of Mint1-CaV2.2 protein interaction, biochemical, HTRF (AID 2073); HTRF protein-protein interaction, Mint1-CaV2.2; higher % means a stronger effect; inhibition, % at 20 µM, or IC50 in µM where a hit was titrated; actives 0.19% (n = 290,000); in the data active = inhibition mostly above about 51%, no sharp cut-off; inconclusive = no clear call, values can overlap the other calls; inactive = mostly below about 53%; also: some results filed as inactive read as strong as hits
Lipid droplet cells 6.5 µM: second read-out of Lipid droplet, no call of its own (marks repeat the call); cell count; measured here: cell count, cytotoxicity flag;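 cells counted across two imaged fields per well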
* marks the source's active call; other numbers are inactive results; ? = inconclusive; nt = no result given; & = joins results of further samples. Rule as the data show it, unless noted: active = inhibition above about 50%; inactive = the rest. An excerpt; rates above refer to the full screens.

Values run as follows: LYP phosphatase | ER stress rescue | Lipid droplet | Lipid droplet cells 6.5 µM | XIAP antagonists | Siah-1 displacement | NOD2 inhibition | P. falciparum M1AAP | M17LAP inhibition | AID2073
S=C(NCC1CCCO1)Nc1ccc(Cl)cc1 (stereo unspecified)
→ 0% | -7.4% | 20 | 691 | 0.9% | -3% | -10% | 0% | 3% | -11%
Cc1cccc(NC(=O)CSc2nc3ccc(NC(=O)CSc4nnnn4-c4ccccc4)cc3s2)c1C
→ 9% | -0.8% | nt | nt | -6.3% | -6% | -12% | 5% | -1% | 18%
CC(=O)Cn1ncc(N2CCOCC2)cc1=O
→ 3% | -1.9% | -5 | 652 | -6.0% | -2% | -1% | 7% | 1% | -2%
O=C(c1cccc(S(=O)(=O)Nc2ccc(Br)cc2)c1)N1CCC1
→ -8% | nt | -13 | 581 | nt | -4% | 23% | nt | nt | 41%
COc1cccc(C(=O)Nc2ccc(NC(C)=O)cc2)c1
→ -8% | -0.7% | 19 | 792 | -3.1% | -4% | -20% | 11% | -7% | -6%
COc1ccc(S(=O)(=O)NCc2ccco2)cc1C(=O)N1CCOCC1
→ -7% | nt | -2 | 784 | nt | -1% | -2% | nt | nt | 1%
Cc1ccc(NC(=O)C2CCC(CNc3c(N4CCC(C)CC4)c(=O)c3=O)CC2)cc1F (stereo unspecified)
→ -4% | nt | 18 | 735 | nt | 12% | 11% | -1% | 6% | -12%
COc1cc(NC(=O)CSc2nc(C)c(C)c(C)n2)cc(OC)c1
→ -4% | -1.4% | -10 | 694 | -3.2% | 8% | 16% | 10% | 6% | 3%
O=C(N[C@@H](Cc1ccccc1)C(=O)NC1CC1)c1ccc(Cl)cc1
→ -11% | nt | 0 | 748 | nt | -1% | -35% | nt | nt | 6%
CCOCCn1c(C(C)O)nc2ccccc21 (stereo unspecified)
→ -5% | 3.0% | 4 | 756 | -1.4% | -2% | 4% | 11% | -2% | 10%

Brought forward from above: four compounds, then new ones.
Values run as follows: LYP phosphatase | ER stress rescue | Lipid droplet | Lipid droplet cells 6.5 µM | XIAP antagonists | Siah-1 displacement | NOD2 inhibition | P. falciparum M1AAP | M17LAP inhibition | AID2073
Cc1ccc(NC(=O)C2CCC(CNc3c(N4CCC(C)CC4)c(=O)c3=O)CC2)cc1F (stereo unspecified)
→ -4% | nt | 18 | 735 | nt | 12% | 11% | -1% | 6% | -12%
COc1cc(NC(=O)CSc2nc(C)c(C)c(C)n2)cc(OC)c1
→ -4% | -1.4% | -10 | 694 | -3.2% | 8% | 16% | 10% | 6% | 3%
O=C(N[C@@H](Cc1ccccc1)C(=O)NC1CC1)c1ccc(Cl)cc1
→ -11% | nt | 0 | 748 | nt | -1% | -35% | nt | nt | 6%
CCOCCn1c(C(C)O)nc2ccccc21 (stereo unspecified)
→ -5% | 3.0% | 4 | 756 | -1.4% | -2% | 4% | 11% | -2% | 10%
COCCn1c(SCC(=O)Nc2nnc(C)s2)nnc1-c1ccco1
→ -8% | 0.1% | -14 | 749 | -4.5% | 3% | -3% | 0% | -9% | 1%
Cc1coc2c(C)c3oc(=O)c(CCC(=O)NCCCN4CCOCC4)c(C)c3cc12
→ -8% | nt | nt | nt | nt | -1% | 22% | nt | nt | 20%
O=C(NC(=S)Nc1ccc(S(=O)(=O)N2CCCC2)cc1)C1CCC1
→ 2% | -0.6% | -21 | 669 | -0.1% | -7% | 6% | 6% | 33% | -10%
CCN(CC)S(=O)(=O)c1ccc(N2CCCC2)c(C(=O)OCC(=O)Nc2cc(C)on2)c1
→ -5% | nt | 0 | 739 | nt | 4% | 14% | nt | nt | -2%
COc1ccc(-n2nc([N+](=O)[O-])c(=NCCc3ccc(OC)c(OC)c3)n2O)cc1
→ -2% | -2.5% | -13 | 630 | 0.4% | 8% | 18% | 6% | 14% | 0%
CC(C)(C)NC(=O)C(c1cccs1)N(Cc1cccs1)C(=O)c1ccc(CN2CCOCC2)o1 (stereo unspecified)
→ -4% | 0.9% | 2 | 741 | 0.4% | 6% | 1% | 4% | 13% | -12%
COc1ccc(Nc2nc3c(C)cccn3c(=O)c2C=O)cc1
→ -5% | nt | 18 | 816 | nt | 6% | -23% | nt | nt | ?
CCOC(=O)N1CCN(S(=O)(=O)N2CCCC(C(=O)NCc3ccc(F)cc3)C2)CC1 (stereo unspecified)
→ -5% | nt | -11 | 676 | nt | 7% | 11% | nt | nt | 6%
O=C(Nc1ccon1)c1cccc(S(=O)(=O)N2CCCCCC2)c1
→ -3% | -1.1% | 13 | 821 | -19% | 3% | 12% | -1% | 12% | 12%
C=CCC1=C/C(=C\c2c(N)n3nc(CC(=O)N4CCOCC4)sc3nc2=O)C=C(OC)C1=O
→ -7% | nt | 2 | 774 | nt | 1% | 10% | nt | nt | 33%
O=C(NCCc1ccc(Cl)cc1)C1CCN(S(=O)(=O)N2CCCC2)CC1
→ -5% | -1.2% | nt | nt | -9.9% | 4% | 12% | 1% | 11% | -12%
Cc1ccc(C)c(NC(=O)Cn2nc(C(F)(F)F)cc2C2CC2)c1
→ -5% | -1.5% | nt | nt | -2.0% | 2% | 6% | 7% | -4% | -3%
O=C1OCC2=C1C(c1ccc(F)cc1)CC(=O)N2c1ccccc1 (stereo unspecified)
→ -8% | 1.2% | 2 | 686 | -7.4% | -6% | 3% | -4% | -1% | 1%
O=C(CSc1nc(-c2ccccc2)nc2ccccc12)Nc1nccs1
→ -1% | -0.3% | nt | nt | -4.2% | -2% | -2% | 4% | -5% | 27%
COc1cccc(CNC(=O)C2CCCN(S(C)(=O)=O)C2)c1 (stereo unspecified)
→ -6% | 2.7% | 1 | 743 | -4.5% | -4% | -5% | 1% | 3% | 4%
COCCn1nnnc1CN(CCCN1CCOCC1)Cc1cc2c(C)ccc(C)c2[nH]c1=O
→ -2% | -2.2% | 4 | 683 | -2.1% | -1% | 4% | 2% | 1% | -17%
CCOC(=O)Cc1cc(=O)n2[nH]cc(-c3cccc(Br)c3)c2n1
→ -2% | 0.2% | 15 | 716 | -2.9% | -3% | 44% | -13% | 7% | 40%
Brc1ccc(-n2cccc2/C=N/n2cnnc2)cc1
→ -2% | -0.2% | 10 | 769 | -2.3% | -1% | 9% | 7% | 29% | 4%
CN(C#N)c1nc(Cl)nc(Nc2cccc(Cl)c2)n1
→ -4% | -1.6% | 2 | 611 | -20% | 2% | 3% | 0% | 8% | -1%
COC(=O)CN1C(=O)[C@H]2[C@@H](/C=C/c3ccccc3)N3C(=O)CN(Cc4ccccc4)C(=O)[C@@]3(Cc3ccccc3)[C@H]2C1=O
→ -5% | nt | 8 | 779 | nt | -2% | 4% | nt | nt | -2%
O=C(Cc1cc(=O)[nH][nH]1)N/N=C/C=C/c1ccccc1
→ 3%&0% | 1.6%&2.7% | nt | nt | -1.3%&-3.7% | -2%&-6% | 12%&11% | 11%&9% | 16%&-6% | 11%&-18%
COCCNC(=O)c1cc2c(=O)n3cccc(C)c3nc2n1C
→ -9% | 1.4% | 11 | 560 | -3.1% | 5% | -2% | nt | nt | 34%
O=C(Nc1ccc(F)cc1)Nc1nnc(Cc2ccccc2)s1
→ -4% | nt | -10 | 799 | nt | -3% | -47% | nt | nt | 8%
C=C(C)Cn1c(Sc2nnc(C)s2)nc2c1c(=O)[nH]c(=O)n2C
→ -4% | 1.3% | nt | nt | -4.6% | 0% | 0% | 2% | -11% | -2%
CN(C(=O)COC(=O)C(Cc1ccccc1)NC(=O)c1ccccc1)c1ccccc1 (stereo unspecified)
→ -2% | -2.2% | 7 | 673 | -6.8% | -3% | 10% | -1% | 2% | 5%
COc1ccccc1N1CCN(C2CCCN(C(=O)CCc3ccccn3)C2)CC1 (stereo unspecified)
→ -2% | nt | -17 | 724 | nt | 4% | -7% | nt | nt | 4%
Cc1ccc(CNC(=O)CSc2nc3ccsc3c(=O)n2NC(=O)c2ccccc2)cc1
→ -7% | 0.0% | nt | nt | -7.3% | 6% | 3% | 11µM* | -6% | 4%
c1ccc(Cc2nnc3sc(-c4ccccn4)nn23)cc1
→ 2% | -0.9% | 9 | 725 | 0.5% | -4% | 15% | 6% | 15% | -7%
CC(C)CNC(C)C(=O)Nc1ccc(S(N)(=O)=O)cc1 (stereo unspecified)
→ -5% | 0.4% | -8 | 685 | -5.1% | 10% | 11% | 0% | -3% | -6%
Cn1cnc([N+](=O)[O-])c1NC(C)(C)C
→ -6% | -1.5% | 7 | 792 | -2.1% | -5% | -16% | 6% | 2% | 4%
Cc1nc(NC(=O)c2ccc([N+](=O)[O-])cc2Cl)sc1C(=O)N(C)C
→ -5% | -0.4% | 2 | 585 | -3.8% | -4% | 17% | 7% | 14% | -1%
Clc1ccc(N2CCN(Cc3ccc(Br)o3)CC2)cc1
→ -12% | nt | -2 | 815 | nt | 5% | 9% | nt | nt | 3%
CCCn1c(=N)n(CC(O)COc2cccc(C)c2)c2ccccc21 (stereo unspecified)
→ 1% | -7.5% | nt | nt | -4.1% | 2% | 11% | 2% | -1% | -7%
O=C(Nc1ccc(F)cc1)C1CC(=O)n2cnnc2N1 (stereo unspecified)
→ 3% | -2.1% | 1 | 644 | -4.2% | 14% | 3% | -1% | 17% | -5%
Cc1cc(C)c2c3c(sc2n1)C(=O)N(c1ccccc1C)CC(=O)N3
→ -8% | nt | 4 | 759 | nt | 0% | 34% | 1% | -2% | 18%
CCOC(=O)C1=C(C(F)(F)F)Nc2ncnn2C1c1ccc(OC)c(OC)c1OC (stereo unspecified)
→ -2% | -1.2% | -7 | 642 | -15% | -5% | -3% | 5% | 6% | 2%
O=C(CN(C(=O)c1ccccc1Cl)N1C(=O)CCCC1=O)c1ccc(Cl)cc1
→ -6% | 0.6% | -19 | 675 | -3.3% | 4% | 26% | 2% | 0% | 10%
CCOC(=O)c1ccccc1NC(=O)Cn1c(=O)n(Cc2ccccc2)c(=O)c2c(C)c(C)sc21
→ -3% | 2.2% | 0 | 660 | -0.6% | 5% | -12% | -2% | -15% | -2%
COc1ccc(-c2cc(N3C(=O)Nc4ccccc4N3O)n[nH]2)c(OC)c1
→ -9% | -1.3% | 1 | 687 | -5.0% | 1% | 19% | 5% | -3% | 16%
N#Cc1cnn(Cc2ccccc2)c1N
→ -4% | 0.7% | nt | nt | -0.9% | 4% | 2% | 4% | 22% | 1%
Cc1ccc(CN2C3=NCCCN3c3ccccc32)cc1
→ 0% | -2.2% | nt | nt | -4.4% | 0% | -7% | 5% | -3% | 13%
